Bioassay records as filed in PubChem.
3CLpro inhibitor – SARS-CoV 3CLpro protease inhibition; P0C6X7; recombinant SARS-CoV 3CLpro, quenched FRET peptide cleavage; inhibition, % at 6 µM; 290,000 tested, 0.14% active; AID 1706; in the data active = inhibition above about 12%
VHR inh abs – blocks human VHR1 dual specificity phosphatase; P51452; recombinant VHR phosphatase, pNPP absorbance; inhibition, % at 13.3 µM; 290,000 tested, 0.52% active; in the data active = inhibition above about 50%; note: some compounds called inactive have numbers as strong as hits
MazF activator – increases E. coli MazEF RNase cleavage of RNA | AID 504720 | 350,000 tested, 0.32% active | FAM/BHQ RNA-DNA oligo cleavage fluorescence, 5 h | activation, % at 20 µM; in the data active = activation above about 50%
Target sequence (P0AE70 whole entry, looked up): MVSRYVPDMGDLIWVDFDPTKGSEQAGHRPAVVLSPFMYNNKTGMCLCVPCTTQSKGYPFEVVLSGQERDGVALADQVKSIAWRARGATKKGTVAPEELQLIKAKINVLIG
Anthrax LF inh2 – anthrax lethal factor protease inhibition; inhibition, % at 10 µM; multiplex microsphere protease cleavage assay, LF; 360,000 tested, 0.12% active; P15917; in the data active = inhibition above about 30%; inconclusive = no clear call, values can overlap the other calls; note: plate controls were buffer without enzyme for full effect and enzyme alone for no effect
Target sequence (P15917 whole entry, looked up): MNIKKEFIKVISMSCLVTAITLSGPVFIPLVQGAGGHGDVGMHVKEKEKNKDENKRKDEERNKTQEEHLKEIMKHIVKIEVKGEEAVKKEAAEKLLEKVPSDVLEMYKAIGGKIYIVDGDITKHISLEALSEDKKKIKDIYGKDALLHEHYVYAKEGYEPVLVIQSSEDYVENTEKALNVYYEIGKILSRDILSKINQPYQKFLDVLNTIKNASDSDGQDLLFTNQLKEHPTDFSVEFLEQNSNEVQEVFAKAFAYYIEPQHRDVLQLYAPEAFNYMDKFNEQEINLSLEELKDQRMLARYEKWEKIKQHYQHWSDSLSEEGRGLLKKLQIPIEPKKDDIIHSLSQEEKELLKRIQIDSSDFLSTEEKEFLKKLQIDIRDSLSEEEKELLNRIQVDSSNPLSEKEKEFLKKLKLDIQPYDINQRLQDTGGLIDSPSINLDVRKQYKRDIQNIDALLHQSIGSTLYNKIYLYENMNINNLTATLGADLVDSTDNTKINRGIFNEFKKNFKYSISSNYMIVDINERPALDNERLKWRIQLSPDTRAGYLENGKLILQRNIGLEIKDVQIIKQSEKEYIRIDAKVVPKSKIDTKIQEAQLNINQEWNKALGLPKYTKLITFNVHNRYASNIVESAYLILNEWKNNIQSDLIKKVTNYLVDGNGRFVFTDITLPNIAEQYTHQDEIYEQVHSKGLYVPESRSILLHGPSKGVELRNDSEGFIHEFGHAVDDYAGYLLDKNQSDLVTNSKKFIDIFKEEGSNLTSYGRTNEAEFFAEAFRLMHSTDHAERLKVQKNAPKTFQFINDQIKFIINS
TcdB GH inh – blocks C. difficile toxin B glycohydrolase activity; P18177; 350,000 tested, 0.24% active; inhibition, % at 9.99 µM; TcdB glycohydrolase enzymatic assay, plate reader; in the data active = inhibition above about 10%
Rv3671c inh – inhibits the M. tuberculosis serine protease Rv3671c | 320,000 tested, 0.048% active | inhibition, % at 5.96 µM; in the data active = inhibition above about 38%;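 note: extracellular domain of Rv3671c used as enzyme; 0% = enzyme with DMSO and 100% = no enzyme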
SSB-PriA inh – inhibitors of Klebsiella pneumoniae PriA binding to SSB C-terminal tail; AID 1272365; AlphaScreen SSBct-PriA binding, biotinylated peptide; 430,000 tested, 0.6% active; inhibition, % at 33 µM; in the data active = inhibition mostly above about 37%, no sharp cut-off; inactive = mostly below about 20%;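 note: plate controls were negative control peptide for no effect and reference peptide for full effect; strong numbers were not always called active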
PfHsp40 yeast – compounds rescuing yeast from Plasmodium falciparum HSP40 toxicity; S. cerevisiae expressing PfHsp40, growth rescue, ATP luminescence; growth rescue, % at 12.5 µM; 340,000 tested, 0.68% active; AID 504582; in the data active = growth rescue above about 28%, passing the limit was not always enough; inconclusive = no clear call, values can overlap the other calls;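 note: yeast W303a lacking pdr1 and pdr3 grown in galactose medium; growth measured after three days at 30 °C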
Y pestis TopoI – inhibitors of Yersinia pestis topoisomerase I | Y. pestis Topo-I cleavage product accumulation, plate reader | activity, % at 10 µM | 360,000 tested, 0.064% active; in the data active = activity above about 50%, passing the limit was not always enough; inconclusive = no clear call, values can overlap the other calls; note: inactives centre near 2
Vc quorum ag – quorum light induction in luxS cqsA deficient V. cholerae; V. cholerae BH1578 lux reporter, luminescence, 6 h; 350,000 tested, 0.16% active; activation, % at 18.7 µM; AID 588436; in the data active = activation mostly above about 9.7%, no sharp cut-off; inconclusive = no clear call, values can overlap the other calls; inactive = mostly below about 3.7%; note: not every result past the cut was called active; inactives centre near 0; reference of the scale not given here
An asterisk follows results filed as active; i = inactive; ? = inconclusive; / = not tested or not shown; & = joins results of further samples. A portion of the library; count on the stated rates, not on these rows.

SMILES	3CLpro inhibitor	VHR inh abs	MazF activator	Anthrax LF inh2	TcdB GH inh	Rv3671c inh	SSB-PriA inh	PfHsp40 yeast	Y pestis TopoI	Vc quorum ag
O=C(CN1C(=O)C(=O)N(Cc2ccccc2)C1=O)Nc1ccc(F)c(Cl)c1	2	11	-2	-6	1.2	-2	-14	2.2	1	i
COc1cccc(C(=O)NCc2n[nH]c(=S)n2-c2cccc(C)c2)c1	-5	11	6	1	1.5	-12	3	-1.4	3	i
Cc1[nH]c(C)c(S(=O)(=O)N2CCc3ccccc32)c1C(=O)N1CCCCC1	3	0	-1	0	0.6	9	3	-0.2	4	-0.9
CCN(CC(=O)Nc1ccc(NC(C)=O)cc1)CC(=O)Nc1ccc(F)c(Cl)c1	-1	22	9	-4	1.9	1	-6	-0.9	-3	-0.2
Cc1cc(C)n2nc(N)nc2n1	/	/	-3	-4	0.1	/	-10&-7&-19	-0.8	12	i
COc1cccc(C2C([N+](=O)[O-])=C(N)Oc3c2c(=O)oc2ccccc32)c1 (stereo unspecified)	2	52*	5	8	/	-10	-14	1.4	-5	-0.4
Cc1cnnn1-c1ccc(C(=O)CCl)cc1	-5	35	-15	2	/	-8	6	0.3	7	-0.4
CCC(C)[C@H](NC(=O)NCc1ccc(S(N)(=O)=O)cc1)C(=O)OC (stereo partly specified)	3	16	7	-1	-0.4	3	-3	-0.3	-7	-0.5
Cc1nc(NC(=O)CSc2nncs2)c(Cl)cc1Cl	1	10	2	-1	0.5	0	1	-1.0	9	-0.3
CC1CN(C(=O)CCc2ccccc2)C(C)CN1C(=O)CCc1ccccc1 (stereo unspecified)	0	10	3	-2	/	-2	-33	45*	15	-0.4
CCCCn1nnnc1SCC(=O)NC1CCCCC1	-1	43	5	-7	-11	-9	-4	-0.6	-4	0.8
O=C(NCc1ccncc1)/C(=C/c1cccc([N+](=O)[O-])c1)NC(=O)c1ccccc1	1	-1	5	5	-0.1	-9	-4	0.4	-6	-0.6
O=C(CSc1nc2ccccc2c(=O)n1CCCN1CCOCC1)NCCc1ccccc1	/	/	1	/	0.7	-5	-11	-1.7	11	i
O=C(NC1CCCCC1)c1cccc2c1C(=O)c1ccc(N3CCCC3)cc1S2(=O)=O	/	/	-221	-2	2.2	-13	-7	-1.6	4	i
CNC(=O)Nc1cccc(C(F)(F)F)c1	-1	13	1	-6	/	2	-17	-0.7	-7	i
CC1(C)OC(=O)N(c2ccccc2)C12C=Cc1c(ccc3ccccc13)O2 (stereo unspecified)	-2	18	3	-4	/	-4	-20	2.7	36	i
COC(=O)c1cc(Br)c(=O)n(CCN2CCCC2)c1	-1	15	8	0	/	9	1	-2.3	1	-0.3
COc1cc(NC(=O)Cc2cccs2)cc(OC)c1	0	-4	1	-4	/	-7	-11	-1.0	-2	-0.3
O=C(NN=Cc1ccccc1Cl)c1cccc2ccccc12	/	/	-23	0	0.3	/	-5	-0.8	-7	i
O=C(Nc1nnc(-c2ccco2)o1)c1ccc(Cl)cc1	0	29	3	7	0.2	7	-1	-0.4	-13	-0.3
COc1cc(/C=N/NC(=O)C(=O)NCc2cccnc2)cc(OC)c1OC	3	-8	4	0	/	-4	/	-1.4	-3	0.6
CCN(C(=O)c1c([N+](=O)[O-])cnn1C)c1ccccc1	/	/	-8	-3	0.1	/	/	/	2	-0.4
Nc1ccc(-n2nc(C(F)(F)F)cc2C(F)(F)F)cc1	10	18	-2	8	0.0	2	-10	-0.6	-10	-0.7
CCOc1ccc(S(=O)(=O)NCCC(=O)NCC(c2cccs2)N(C)C)cc1 (stereo unspecified)	/	/	2	0	2.1	10	-15	-0.9	-4	i
COCc1nnc(NC(=O)c2ccccc2[N+](=O)[O-])s1	3	5	-2	-2	/	2	-5	-1.8	6	-2.6
CC(C)OCC(O)CN1CCN(CCN2C(=O)c3cccc4cccc(c34)C2=O)CC1 (stereo unspecified)	-4	-2	3	0	1.8	-5	-13	0.5	-12	-0.7
CC(C)(C)NC(=O)COc1coc(CN2CCN(Cc3ccccc3)CC2)cc1=O	0	2	6	0	2.6	9	-11&0	-1.5	1	i
O=C(Cn1cnc2ccccc2c1=O)OCC(=O)c1ccc2c(c1)OCCO2	-7	-9	-3	-1	/	-7	-2	0.2	-3	-0.2
COC(=O)c1cccc(NS(=O)(=O)c2ccc(NC(C)=O)cc2)c1C	-3	7	2	-9	/	-6	-3	-0.2	1	/
CCOC(=O)c1nn(-c2ccc(F)cc2)c2nc(CC(C)C)c(C#N)c(=O)n12	2	25	10	-20	/	-7	-27	-1.5	7	i
Cc1cc(C)c(C(=O)NCC2CCCO2)c(C)c1C(=O)NCC1CCCO1 (stereo unspecified)	-3	10	2	1	1.2	-9	-6	-1.2	10	-1.9
C=CCSc1nc(C)c(CCCC)c(=O)[nH]1	0	21	3	4	0.2	1	-9	-1.3	6	-0.4
COc1cccc(NC(=O)CNC(=O)c2cccs2)c1	3	17	0	-9	/	-11	-5	-1.3	-3	5.3
O=C1C2CC=C(Cl)CC2C(=O)N1CC1OCCc2ccccc21 (stereo unspecified)	-2	15	2	0	/	7	-5	12	-7	-0.3
c1ccc2c(-c3ccc(OCCN4CCCCC4)cc3)c(-c3ccsc3)sc2c1	/	/	0	-1	0.7	0	16	?	3	-0.4
O=C(Nc1nc2ccccc2[nH]1)c1cccc(F)c1	0	12	0	-3	0.9	-11	-1	-0.8	-4	-0.7
O=C(O)C1CCC(Cn2c(SCc3cc(=O)n4cc(Cl)ccc4n3)nc3ccsc3c2=O)CC1 (stereo unspecified)	2	29	-3	-3	/	6	-5	-0.6	-2	-0.3
N=c1c(C(=O)NCC2CCCO2)cc2c(=O)n3ccccc3nc2n1Cc1ccc(F)cc1 (stereo unspecified)	-3	17	2	-1	0.6	-2	-9	-0.1	-6	0.9
COc1cccc(C(=O)Nc2ccc(C(=O)O)cc2)c1	0	-1	-1	3	/	2	-24	-0.3	21	2.1
Cc1ccc(CNC(=O)COC(=O)CSc2cc(C)c(Br)cc2C)cc1	2	30	-2	-1	/	-5	-5	3.8	22	-2.0
COC(=O)/C=C(\C)NC(=O)c1ccc(F)cc1	7	0	4	0	/	2	-11	1.0	-2	-4.2
CCCc1cc(=O)[nH]c(SCC(=O)N(C)CC(=O)Nc2ccccc2CC)n1	-3	3	7	-1	/	-10	-18	0.5	1	-0.3
CCOc1ccc(NC(=O)CC2C(=O)N(c3ccccc3)C(=O)N2Cc2ccccn2)cc1 (stereo unspecified)	2	-11	4	-1	/	-7	-8	0.6	-4	i
CC1(C)Oc2ccc3ccc(=O)oc3c2[C@@H](O)[C@H]1O	/	/	2	0	1.0	5	7	0.1	3	0.4
O=C(CN1C(=O)C2C3C=CC(C3)C2C1=O)Nc1ccc(S(=O)(=O)N2CCCCC2)cc1 (stereo unspecified)	1	1	10	-1	/	-13	-1	0.3	5	-2.1
Cc1nn(C)c(C)c1NC(=O)c1cc2nc(-c3ccco3)cc(C(F)(F)F)n2n1	3	8	7	-4	0.0	-4	-11	-0.3	0	i
CCS(CC)=NS(=O)(=O)c1ccc(NC(C)=O)cc1	1	29	17	1	/	4	-3	-0.1	3	-0.9
O=C(/C=C/c1ccccc1)Nc1ncn[nH]1	-2	-9	-2	-1	0.5	-9	-3	0.4	4	-0.6
O=C(N[C@H](Cc1cc(=O)[nH]c2ccccc12)C(=O)O)c1ccc(Cl)cc1	3	2	-17	-1	0.7	/	-2	0.1	2	i
CCn1c(SCC(=O)n2c(C)c(C)c3ccccc32)nnc1-c1ccco1	2	-8	12	-2	/	-6	-4	1.0	-3	-0.4
COc1ccc(C(=O)N2CCN(CCNC(=O)C(=O)Nc3ccc(F)cc3)CC2)cc1OC	-1	17	5	-10	-3.1	-5	1	-2.1	10	-7.8
CCCCNC(=O)c1ccc2c(c1)ncn2C1CCCCC1	-1	-1	5	5	/	0	4	-1.3	2	-1.0
CC(=O)C1=C(C)N(CC2CC2)C(=O)N[C@H]1c1ccc(Br)cc1	3	12	3	-10	0.6	6	1	1.2	-2	-1.3
O=C(c1ccccc1)N1CCOC12CCN(c1ncc(C(F)(F)F)cc1Cl)CC2	7	-19	-3	-3	/	6	-11	3.3	15	i
O=[N+]([O-])c1ccc(N2CCN(S(=O)(=O)c3cnc[nH]3)CC2)cc1	1	-12	4	-3	-0.6	2	-4	1.6	-5	i
CC(=O)c1cccc(S(=O)(=O)N2CCC(C(=O)NC3CCCC3)CC2)c1	/	/	-11	-1	-3.3	/	-18	-0.4	-7	-0.9
O=C(Nc1ccccc1)c1ccc(S(=O)(=O)N2CCC(C(=O)O)CC2)cc1	7	6	-3	-1	1.8	4	-4	-0.1	5	i
CN(C)CCCCCCCCCCC(=O)/C=N/O	0	/	17	-1	1.7	15	/	-1.7	-4	5.0
CCOc1ccc2[nH]c(O)c(NC(C)=O)c2c1	-5	23	3	2	/	-7	1	-0.7	-4	i
CN(CC(=O)Nc1cc(S(=O)(=O)N2CCCC2)ccc1Cl)Cc1ccc2c(c1)OCO2	/	/	-2	-5	0.8	6	-1	1.3	31	-2.1
Following part:
SMILES	3CLpro inhibitor	VHR inh abs	MazF activator	Anthrax LF inh2	TcdB GH inh	Rv3671c inh	SSB-PriA inh	PfHsp40 yeast	Y pestis TopoI	Vc quorum ag
Cc1cccc(C)c1NC(=O)C(NC(=O)CN1C(=O)c2ccccc2C1=O)c1ccccc1 (stereo unspecified)	6	-15	-4	1	/	7	10	-1.0	0	i
O=C1C=CC2C(c3ccc4c(c3)OCO4)CC1N2Cc1ccccc1 (stereo unspecified)	3	-8	-3	-1	/	-5	6	0.2	0	1.6
O=C(Nc1ccc(Br)c(C(F)(F)F)c1)c1ccccc1	4	2	-6	0	1.3	-30	-47	644*	-7	3.4
Cc1ccccc1OCC(=O)Nc1nc(C)c(C(=O)N(C)C)s1	-3	-2	-6	-1	/	-3	-1	-1.1	-2	-1.6
CCCCn1c(SCC(=O)Nc2cc(NC(=O)c3ccco3)ccc2C)nc2ccccc2c1=O	0	32	-1	-9	/	-69	-2	2.0	-4	-0.3
COc1ccc(N(CC(=O)Nc2cc(Cl)ccc2OC)C2=NC3CS(=O)(=O)CC3S2)cc1 (stereo unspecified)	-5	21	5	-8	1.5	9	-11	-1.0	3	-0.2
O=C(Nc1ccccc1)c1nc[nH]c1C(=O)Nc1ccccc1F	/	/	-44	-3	-1.0	/	/	/	3	i
C=CCOc1ccc(/C=C\c2nc(O)c([N+](=O)[O-])c(=O)[nH]2)cc1OC	5	13	11	6	/	/	5	0.4	3	i
CN(C)c1cc[n+](CC[n+]2ccc(N(C)C)cc2)cc1	/	/	-2	-3	2.0	-4	2	-0.3	7	i
N#CC1=C(SCC(=O)NCc2ccccc2)NC(=O)CC1c1ccco1 (stereo unspecified)	4	-2	-10	-2	/	-6	0&-10	-1.1	-3	i
